14-3-3 Bad inh: disrupts binding of bovine 14-3-3 zeta to phospho-Bad peptide; inhibition, % at 21.7 µM; AID 781; P63103; TR-FRET 14-3-3zeta/Dy647-pBad peptide displacement, 1 h; 220,000 compounds, 0.71% hits;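 active = inhibition above about 70%, limit read from the data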;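 also: 0% = full 14-3-3 plus peptide FRET controls and 100% = background without 14-3-3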
Mdm2 ligase inh: inhibitors of human Mdm2 E3 ubiquitin ligase | 210,000 compounds, 0.11% hits | signal enhancement, % at 5 µM | cell-based MDM2 ubiquitination luciferase reporter, 2 h; 0 = plate control, 100 = twice control, blank-subtracted | Q00987;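 active = signal enhancement of 30% or more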;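 also: luminescence tracks abundance of the self-degrading MDM2-luciferase fusion protein; higher signal means inhibition of MDM2 E3 ligase activity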
Target sequence (Q00987 whole entry, looked up, the tested form may be a part): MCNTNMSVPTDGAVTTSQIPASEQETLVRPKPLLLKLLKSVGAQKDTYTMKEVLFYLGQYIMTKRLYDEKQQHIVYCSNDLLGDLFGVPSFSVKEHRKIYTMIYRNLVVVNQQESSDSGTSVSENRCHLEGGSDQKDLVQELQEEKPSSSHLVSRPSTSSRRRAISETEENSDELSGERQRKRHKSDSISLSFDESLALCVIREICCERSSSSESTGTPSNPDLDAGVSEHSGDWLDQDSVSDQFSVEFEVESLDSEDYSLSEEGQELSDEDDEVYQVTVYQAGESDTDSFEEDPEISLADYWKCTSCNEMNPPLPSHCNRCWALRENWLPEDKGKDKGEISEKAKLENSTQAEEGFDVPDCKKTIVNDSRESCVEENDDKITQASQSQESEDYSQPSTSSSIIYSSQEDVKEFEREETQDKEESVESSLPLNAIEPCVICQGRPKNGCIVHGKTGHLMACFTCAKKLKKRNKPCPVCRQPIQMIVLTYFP
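Test system: stable mammalian line carrying autodegrading MDM2–luciferase fusion reporter; quantity: 2000 cells in each well; times: 4 h cell settling then 2 h compound exposure, 37 °C; detection: luminescence with SteadyLite reagent, 15 min at room temperature; evaluation: percent signal gain over controls, blank-subtracted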
Rad51 HR inh: blocks human Rad51 in homologous recombination; hRad51 DNA strand exchange, fluorescence dequenching; inhibition, % at 10 µM; 200,000 compounds, 0.085% hits; AID 1385;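 active = inhibition above 40% at the single screening dose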;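 also: 0% = DMSO control wells and 100% = blanks with heterologous ssDNA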
Target sequence (Q06609 whole entry, looked up): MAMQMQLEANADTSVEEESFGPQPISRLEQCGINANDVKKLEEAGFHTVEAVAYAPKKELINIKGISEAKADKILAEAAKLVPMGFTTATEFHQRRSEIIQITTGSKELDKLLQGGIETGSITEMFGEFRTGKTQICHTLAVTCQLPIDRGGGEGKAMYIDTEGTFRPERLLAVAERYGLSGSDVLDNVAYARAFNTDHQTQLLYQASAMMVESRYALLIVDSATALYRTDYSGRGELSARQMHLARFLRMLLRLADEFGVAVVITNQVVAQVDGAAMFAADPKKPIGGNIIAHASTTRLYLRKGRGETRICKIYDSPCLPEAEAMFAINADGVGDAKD
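material = hRad51 filaments on single-stranded DNA | timing = filaments 15 min 37 °C, then compound 30 min | signal = FRET fluorescence dequenching, excitation 485 nm, emission 520 nm | benchmarks = control wells and blank wells on each plate | evaluation = percent inhibition relative to plate controls and blanks | compound = 10 µM final, single point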
eIF4E 4G PPI: inhibitors of eIF4E and eIF4G interaction in translation initiation | TR-FRET eIF4E-eIF4GI(517-606) binding, 2 h | inhibition, % at 21.7 µM | 220,000 compounds, 0.37% hits;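 active = inhibition above about 30%, limit read from the data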;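 also: 0% = full FRET control wells and 100% = background wells lacking eIF4GI fragment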
KLK5 inh: blocks human kallikrein 5 protease activity; recombinant hK5, fluorogenic AMC substrate cleavage; 210,000 compounds, 0.59% hits; Q9Y337; inhibition, % at 5 µM;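 active = inhibition of 40% or more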;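 also: 0% = enzyme controls without compound and 100% = no-enzyme blanks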
Target sequence (Q9Y337 67-293 limits assumed): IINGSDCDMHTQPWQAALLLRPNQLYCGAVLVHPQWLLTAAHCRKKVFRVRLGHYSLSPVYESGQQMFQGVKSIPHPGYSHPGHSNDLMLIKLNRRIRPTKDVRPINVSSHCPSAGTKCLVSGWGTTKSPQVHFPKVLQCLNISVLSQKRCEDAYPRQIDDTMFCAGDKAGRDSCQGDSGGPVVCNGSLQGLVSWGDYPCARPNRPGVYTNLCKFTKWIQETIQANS
FXIIa inh 1536: inhibitors of human coagulation factor XIIa | AID 800 | inhibition, % at 5 µM | purified FXIIa, Boc-QGR-AMC fluorogenic substrate, 2 h | 220,000 compounds, 0.3% hits; in the data active = inhibition above about 40%;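 also: 0% = enzyme with no compound and 100% = blank without enzyme; many of its hits are not listed in these tables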
FXIa inh 1536: inhibitors of human coagulation factor XIa; AID 798; 220,000 compounds, 0.14% hits; P03951; inhibition, % at 5 µM; purified FXIa, Boc-Glu-Ala-Arg-AMC fluorogenic substrate;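 active = inhibition of at least 40%; inactive = inhibition below 40%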;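 also: fluorescence of freed AMC excited at 355 nm; 0% = enzyme without compound and 100% = no enzyme blank; many of its hits are not listed in these tables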
p97 ATPase inh: blocks human p97 ATPase activity | P55072 | recombinant p97 ATPase, Kinase-Glo ATP luminescence, 3 h | inhibition, % at 8 µM | 220,000 compounds, 0.42% hits | AID 1481; in the data active = inhibition above about 15%;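 also: 0% = DMSO vehicle and 100% = wells lacking enzyme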
Wee1 stabilizer: inhibitors of human Wee1 degradation | P30291 | HeLa Luc-Wee1K328M stability, luciferase luminescence; 100% = proteasome inhibitor MG132 effect | reporter increase, % at 5 µM | 220,000 compounds, 1.2% hits | AID 1321;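 active = activation above the mean of all tested compounds plus 3 SD, set per screening run, cut at about 8.8% in these data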;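 also: cells exposed to compound for 20 h before luminescence read; 0% = DMSO alone and 100% = MG132 at 30 µM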
Starred values were filed as active, the others as inactive; . = no result given; [ ] = dose if it differs, or a comment.

SMILES | 14-3-3 Bad inh | Mdm2 ligase inh | Rad51 HR inh | eIF4E 4G PPI | KLK5 inh | FXIIa inh 1536 | FXIa inh 1536 | p97 ATPase inh | Wee1 stabilizer
CCOC(=O)/C=c1\s/c(=C\c2ccc3cc(OC)ccc3c2)c(=O)n1CC(=O)NCC1CCCO1 (stereo not drawn) | 41 | 16 | . | -20 | 1 | 11 | 6 | -7 | -1
COC(=O)CSC1=C(C#N)C(c2ccc(C)o2)CC(=O)N1 (stereo not drawn) | -4 | -9 | -8 | -7 | 5 | 9 | 3 | -3 | 7
CCOC(=O)N1CCC(=NNS(=O)(=O)c2cccc([N+](=O)[O-])c2)CC1 | -10 | -20 | . | 9[fluorescence artefact?] | -8 | 15 | 5 | 4 | 0
CC(C)(CO)NCc1cccs1 | -4 | -8 | 2 | -1 | -4 | -2 | -7 | 3 | -1
O=C(COC(=O)CCC(=O)c1ccc(F)cc1)Nc1cccc(S(=O)(=O)N2CCOCC2)c1 | -6 | -12 | -13 | -2 | 5 | 5 | -6 | -6 | 0
O=C(O)Cn1nnnc1SCC(=O)Nc1ccc(F)cc1F | -3 | -16 | 12 | -1 | 14 | 4 | -6 | 3 | 5
N#Cc1nc(-c2cccs2)oc1N1CCN(c2ccccc2)CC1 | -14 | -12 | 3 | -1[fluorescence artefact?] | -16 | 12 | -3 | -6 | 0
COc1ccc(NC(=O)CCN2CCC(C)CC2)cc1 | -2 | -36 | -5 | -2 | -9 | 14 | 5 | 1 | -3
CCOC(=O)CCCNC(=O)CSc1nc2ccc(OCC)cc2[nH]1 | -13 | 5 | 10 | 0 | 5 | 0 | -1 | 0 | 2
Cc1ccc(NC(=O)C(=O)NCCCN2CCOCC2)c(C)c1 | 6 | -11 | 7 | -1 | 4 | 6 | 3 | -1 | 2
COc1ccc2[nH]c(C)c(CCNC(=S)Nc3ccccc3C)c2c1 | -3 | . | . | 2[fluorescence artefact?] | -10 | 13 | 0 | 4 | 1
CN(Cc1ccccc1)C(=O)Cn1c(=O)oc2cc(S(=O)(=O)N3CCCC3)ccc21 | 5 | 1 | -1 | -3 | 15 | 4 | -6 | 10 | -3
Cc1ccc2[nH]c(=O)c(CN(Cc3cccs3)C(=S)NCC3CCCO3)cc2c1 (stereo not drawn) | -5 | -6 | -7 | 4 | -2 | 4 | 2 | 8 | 1
CCN(C(=S)Nc1cccnc1)c1ccccc1 | -7 | -7 | 7 | 3 | 2 | 11 | -1 | 2 | 0
CCOC(=O)c1ccc(NC(=O)CNC(=O)C23CC4CC(CC(C4)C2)C3)cc1 | -1 | -10 | -4 | 4 | 4 | 15 | 1 | -1 | 3
COc1ccccc1Nc1nc(Cl)c(C=O)s1 | -3 | -4 | -15 | -2 | -3 | 3 | -2 | 10 | -2
Cc1cccn2c(=O)c(/C=N/O)c(N3CCCCC3)nc12 | 10 | 6 | 2 | -5 | -5 | 15 | 1 | -3 | 2
O=C(NCc1ccccc1Cl)C1CCN(S(=O)(=O)N2CCOCC2)CC1 | -18 | -8 | 2 | -4 | 4 | 10 | 8 | 5 | -2
CC1(C)CC(=O)c2sc(NC(=O)CCS(=O)(=O)c3ccccc3)nc2C1 | -1 | -30 | 5 | -2 | -3 | 13 | 6 | 7 | 0
C=CCN1C(=O)CN=C1Nc1ccc(F)cc1 | -8 | -7 | 16 | 1 | -1 | 11 | -2 | 5 | 2
O=C(/C=C/c1ccccc1)N1CCC(Cc2ccccc2)CC1 | -8 | 15 | . | 1 | 1 | 13 | 4 | -3 | 0
COc1ccc2c(c1)C(=O)[C@@H](OC(=O)NCc1ccc3c(c1)OCO3)[C@H](c1ccc(OC)c(Br)c1)O2 | -9 | . | 1 | 0 | -9 | 9 | -1 | 6 | 0
O=C(NC1CCCc2ccccc21)c1ccccc1Br (stereo not drawn) | . | -16 | -3 | . | 0 | 11 | 1 | 2 | 0
O=c1c2cc(Br)cc(Br)c2oc2nc3n(c(=O)c12)CCCS3 | -11[fluorescence artefact?] | -7 | . | -3 | -25 | -2 | 0 | -4 | 0
NC(=S)N/N=C/C=C/c1ccccc1 | -2 | -6 | 9 | 1 | 6 | 7 | -2 | 1 | -1
O=S(=O)(NC1=NCCCCCC1)c1cccs1 | -4 | -6 | 2 | 8 | -12 | 11 | -8 | 12 | -2
CC(=O)NNC(=O)CCC(=O)Nc1ccccc1 | -2 | -11 | -1 | -5 | -13 | 11 | 0 | 2 | 1
O=C(CCn1c(=S)[nH]c2ccccc2c1=O)NCCc1ccc(Cl)cc1 | 27 | -15 | -1 | 2 | -2 | 12 | -1 | 5 | -1
COc1cc(OC)cc(C(=O)NCCN2CCOCC2)c1 | 69 | 3 | 1 | 3 | -21 | 4 | -4 | 7 | -2
CCCn1nc2cc(C(=O)NCc3ccc(OC(F)(F)F)cc3)ccc2c1OCC | . | -14 | -9 | . | -30 | 8 | -3 | 2 | -3

4 entries from above, with values under each structure:
Values run as follows: 14-3-3 Bad inh, Mdm2 ligase inh, Rad51 HR inh, eIF4E 4G PPI, KLK5 inh, FXIIa inh 1536, FXIa inh 1536, p97 ATPase inh, Wee1 stabilizer
> COc1ccccc1Nc1nc(Cl)c(C=O)s1
 : -3, -4, -15, -2, -3, 3, -2, 10, -2
> Cc1cccn2c(=O)c(/C=N/O)c(N3CCCCC3)nc12
 : 10, 6, 2, -5, -5, 15, 1, -3, 2
> O=C(NCc1ccccc1Cl)C1CCN(S(=O)(=O)N2CCOCC2)CC1
 : -18, -8, 2, -4, 4, 10, 8, 5, -2
> CC1(C)CC(=O)c2sc(NC(=O)CCS(=O)(=O)c3ccccc3)nc2C1
 : -1, -30, 5, -2, -3, 13, 6, 7, 0

More structures.
SMILES | 14-3-3 Bad inh | Mdm2 ligase inh | Rad51 HR inh | eIF4E 4G PPI | KLK5 inh | FXIIa inh 1536 | FXIa inh 1536 | p97 ATPase inh | Wee1 stabilizer
COc1ccc(C)cc1NC(=O)COC(=O)c1ccc(OCc2ccc(Cl)cc2Cl)c(OC)c1 | 14 | 1 | -19 | 8[fluorescence artefact?] | -14 | 23 | 20 | 7 | 1
Cc1ccc(C(=O)Nc2nc(N)n(-c3ccccc3)n2)cc1 | -3 | -17 | 10 | 4 | -7 | 0 | -4 | 6 | -1
Cc1cc(C)nc(N2N=C(C(C)(C)C)CC2=O)n1 | 0 | -4 | 6 | 2 | 2 | 14 | -9 | -6 | 0
CC(=O)c1cccc(N/C=C\c2nnnn2-c2ccc(F)cc2)c1 | -8[fluorescence artefact?] | -18 | -7 | 2 | -18 | 2 | -2 | 0 | -1
COc1cc(N)c(Cl)cc1NC(=O)c1ccccc1 | 4 | -6 | 0 | -11 | 1 | 10 | -2 | -2 | 0
Cc1csc(NC(=O)CSc2nc3ccccc3c(=O)[nH]2)n1 | -4[fluorescence artefact?] | 4 | 7 | 1[fluorescence artefact?] | 22 | 8 | 4 | 8 | -4
Cc1ccc(S(=O)(=O)N(C)CCCC(=O)Nc2cccc3ccccc23)cc1 | -9 | -16 | 10 | 0[fluorescence artefact?] | -7 | 7 | 5 | 0 | 1
CC(=O)Nc1sc(NC(=O)c2ccc(C)cc2)nc1-c1cccs1 | 13 | . | 6 | 5 | -5 | 13 | 9 | -1 | 3
C/C(CC(=O)Nc1cc(C)cc(C)c1)=N\NC(=O)c1ccccn1 | 4[fluorescence artefact?] | -3 | 23 | -1 | -12 | 15 | 5 | -9 | 1
O=C(NNC(=O)c1ccccc1Cl)c1ccco1 | -3 | -5 | . | -1 | -2 | 5 | 0 | 3 | -2
COc1ccc(-c2csc(NC(=O)COC(=O)c3ccco3)n2)cc1 | 1 | . | . | 2[fluorescence artefact?] | -26 | 7 | -1 | -3 | 9
Clc1ccc(SCCN2CCNCC2)cc1 | 23 | 3 | -8 | 0 | 3 | 6 | -2 | 4 | 3
CCCNCC(O)Cn1c2ccccc2n2c(=O)cc(C)c(C#N)c12 (stereo not drawn) | 5 | -17 | 0 | -8[fluorescence artefact?] | -1 | 26 | 25 | 3 | -3
CCOc1ccc2nc(NC(=O)CS(=O)(=O)c3ccc(C)cc3)sc2c1 | -8 | -68 | 0 | 9 | 4 | -5 | -5 | -3 | 1
COc1ccc(-c2ccc(SCC(=O)Nc3cc(C)on3)nn2)cc1OC | 2 | -26 | -4 | -6 | -8 | 18 | 5 | -1 | 0
c1ccc(CN2C3=NCCN3c3ccccc32)cc1 | 7 | -8 | . | 1 | -13 | 12 | 2 | 4 | -1
C/C(CCN1CCCCc2nc(C)c(C)cc21)=N\O[C@@H](C)CN1CCCCc2nc(C)c(C)cc21 | 1 | . | . | 0[fluorescence artefact?] | -9 | 5 | -4 | -6 | 0
COc1ccc(NC(=O)N2CC(C)OC(C)C2)cc1OC (stereo not drawn) | -17 | -19 | 15 | -12 | 16 | -1 | -7 | 0 | 0
CS(=O)(=O)N1CCN(c2ccc(C(=O)NC3C4CC5CC(C4)CC3C5)cc2[N+](=O)[O-])CC1 (stereo not drawn) | 38 | -1 | . | -2 | 1 | 7 | 1 | 3 | 7
CN(C)S(=O)(=O)c1cccc(NC(=O)CCc2c[nH]c3ccccc23)c1 | -25 | 1 | 9 | 3 | -4 | 4 | -3 | 7 | 4
O=C(CN1C(=O)CSC1=O)Nc1ccc2c(c1)OCCO2 | -8 | -8 | -12 | -1[fluorescence artefact?] | -1 | 19 | 5 | 3 | -1
Cc1onc(-c2c(F)cccc2Cl)c1C(=O)NC(=S)NCc1cccnc1 | -1 | -6 | . | 1[fluorescence artefact?] | -7 | 10 | 7 | 6 | -1
CCCCC[n+]1ccn(C2=C([O-])c3ccccc3C(=O)/C2=N\S(=O)(=O)c2ccc(Br)cc2)c1 | -9 | 9 | . | -7 | 4 | 11 | 5 | 5 | 0
COC(=O)c1cn(NC(=O)c2cc(OC)cc(OC)c2)c(=O)c2ccccc12 | 2 | 1 | -7 | 1 | -3 | 7 | 4 | 3 | 1
COc1cc2c(cc1OC)C(C)N(C(=O)Cn1ncc3c1-c1ccccc1OC3)CC2 (stereo not drawn) | 0 | -2 | -6 | 0 | -1 | 13 | -1 | 3 | -1
O=c1c2c(nc3cc(-c4ccc(F)cc4)[nH]n13)CCCC2 | 0 | -42 | 14 | -3 | 8 | 11 | 6 | 1 | 4
O=c1c2cn[nH]c2nc(SCc2c(F)cccc2F)n1-c1ccc(Cl)cc1 | -18 | -7 | -6 | 2 | 0 | 7 | -1 | -1 | -1
COCc1c(CCl)cnc(C)c1O | -2 | -18 | . | -1 | -3 | 2 | -1 | 6 | -2
CCOc1ccc(NC(=O)N(C2CCCC2)C2CCN(C(C)=O)CC2)cc1 | -1 | -12 | 6 | 1 | -17 | 0 | -9 | 1 | 2
COc1ccc(Cc2nnc(NC(=O)Cn3cnc4c3c(=O)n(C)c(=O)n4C)s2)cc1 | -4 | . | 6 | 2 | -10 | 14 | 9 | 5 | 2
Cc1ccc2cc(CN(C(=O)c3ccncc3)C(C)C)c(=O)[nH]c2c1 | 13 | 6 | 6 | 3 | -19 | 7 | -1 | 7 | 5
O=C(N/N=C/c1sc(N2CCOCC2)nc1-c1ccccc1)c1ccccc1O | -7 | -3 | 8 | 10 | -14 | 7 | 7 | 3 | 1
CCOc1ccc(-c2nc(N)ncc2Oc2ccc(OC)cc2)c(O)c1 | 1 | -16 | 10 | 3 | -6 | 9 | -8 | 3 | 4

Bioassay records: PubChem, several laboratories
